# Source: PubChem (several laboratories)
# TNF death inh: blocks TNF-alpha induced death of Jurkat FADD-/- cells; Jurkat FADD-/- TNF necroptosis rescue, ATP luminescence, 24 h; 0 = TNF only, 100 = no-TNF cells; activation (protection from cell death), % at 10 µM; 220,000 tested, 0.068% active;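 active = activation, meaning protection from cell death, of at least 50% relative to plate controls; inactive = activation below 50%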;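 also: necroptosis triggered by 40 ng/mL TNF-alpha added together with compound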
# PPC-1+TRAIL kill: compounds killing PPC-1 cancer cells with TRAIL present (potentiator screen, no TRAIL-free arm). PPC-1 cells + TRAIL, ATPLite viability luminescence. cell killing (% activity), % at 4 µM. 220,000 tested, 0.41% active. AID 1443;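 active = cell killing above 50% in the first pass at 4 µM, then a duplicate retest at 5 µM averaging 50% or more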;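 also: plate controls were cells with TRAIL plus DMSO for no effect and medium-only wells lacking cells for full effect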
# Ba/F3 V617F tox: loss of viability in JAK2V617F-driven Ba/F3 cells. Ba/F3 EpoR-JAK2V617F viability, ATP luminescence. inhibition, % at 5.6 µM. 220,000 tested, 1.1% active. AID 1446;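 active = inhibition above the campaign mean plus 3 SD over all tested compounds, cut at about 24% in these data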;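 also: cytokine-independent growth of Ba/F3 cells driven by EpoR plus mutant JAK2; 0% = DMSO-treated cells and 100% = JAK inhibitor I control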
# Wee1 degr inh: human Wee1 degradation inhibition, primary screen. P30291. 220,000 tested, 1.2% active. reporter increase, % at 5 µM. HeLa Luc-Wee1K328M stability, luciferase luminescence; 100% = proteasome inhibitor MG132 effect;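 active = activation above the mean of all tested compounds plus 3 SD, set per screening run, cut at about 8.8% in these data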;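 also: cells exposed to compound for 20 h before luminescence read; 0% = DMSO alone and 100% = MG132 at 30 µM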
# Target sequence (P30291 whole entry K328M): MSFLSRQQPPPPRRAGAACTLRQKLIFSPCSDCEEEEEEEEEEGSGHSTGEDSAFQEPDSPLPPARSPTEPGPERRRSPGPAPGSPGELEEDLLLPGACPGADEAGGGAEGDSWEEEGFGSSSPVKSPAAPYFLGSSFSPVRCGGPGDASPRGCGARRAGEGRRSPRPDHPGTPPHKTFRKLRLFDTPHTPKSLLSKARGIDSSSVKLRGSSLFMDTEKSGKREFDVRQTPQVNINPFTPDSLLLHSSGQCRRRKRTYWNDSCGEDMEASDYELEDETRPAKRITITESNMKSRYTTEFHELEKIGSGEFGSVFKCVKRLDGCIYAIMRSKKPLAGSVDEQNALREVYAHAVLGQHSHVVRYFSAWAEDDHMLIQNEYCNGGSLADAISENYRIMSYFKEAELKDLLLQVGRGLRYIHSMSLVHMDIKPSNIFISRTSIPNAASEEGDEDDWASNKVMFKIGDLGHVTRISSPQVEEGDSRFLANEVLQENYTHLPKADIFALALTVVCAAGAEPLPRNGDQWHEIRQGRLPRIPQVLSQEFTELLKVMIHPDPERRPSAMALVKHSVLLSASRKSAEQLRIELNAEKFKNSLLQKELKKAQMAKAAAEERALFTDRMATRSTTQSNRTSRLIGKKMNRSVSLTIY
# RBBP9 inhibitor: inhibitors of human serine hydrolase RBBP9; O75884; recombinant RBBP9, FP-Rh probe fluorescence polarization; inhibition, % at 7.94 µM; 220,000 tested, 0.2% active;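 active = inhibition above the campaign mean of all tested compounds plus 3 SD, cut at about 14% in these data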;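 also: plate controls were DMSO wells with RBBP9 for no effect and wells lacking RBBP9 protein for full effect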
# Target sequence (O75884 whole entry, looked up): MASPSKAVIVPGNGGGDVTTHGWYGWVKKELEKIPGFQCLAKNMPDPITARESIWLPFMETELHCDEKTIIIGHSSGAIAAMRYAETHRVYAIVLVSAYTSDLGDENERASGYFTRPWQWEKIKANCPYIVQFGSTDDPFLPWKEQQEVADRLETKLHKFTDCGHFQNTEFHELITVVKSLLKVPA
#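 Test system: recombinant human RBBP9; Timing: 30 min then 45 min, 25 °C; Detection: fluorescence polarization; Control set: RBBP9 with DMSO as uninhibited control, no-protein wells as full inhibition; Compound dosing: one concentration, 7.94 µM nominal, 0.794% DMSO; Probe or stimulus: FP-Rh activity-based probe, 375 nM before mixing.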
# zfTRPN1 agonist: agonists of zebrafish TRPN1 channel; HEK293 zebrafish TRPN1-YFP, Fluo-8 calcium fluorescence; 100% = response to 87 µM carbachol; activation, % at 3 µM; 220,000 tested, 0.18% active;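 active = activation above its plate's cutoff, the mean activation of test wells on that plate plus 3 SD, cut at about 19% in these data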;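 also: 0% = DMSO alone and 100% = 87 µM carbachol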
#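 Assay system: Zebrafish TRPN1-YFP in HEK293 cells | Incubation: Dye loading 1 h at 37 °C, then 30 min room temperature | Measured by: Kinetic Fluo-8 fluorescence, ex 470-495, em 515-575 nm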
# BaF3 tox: counter-screen for JAK2V617F inhibitors: parental Ba/F3 viability inhibitors | 220,000 tested, 1.1% active | inhibition, % at 5.6 µM | CellTiter-Glo ATP luminescence;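 active = inhibition above a per-campaign cutoff, the mean inhibition of all tested compounds plus 3 SD, cut at about 27% in these data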;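 also: 0% = DMSO wells and 100% = JAK Inhibitor I control wells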
# CHOP inhibitor: inhibitors of CHOP induction in ER stress response | 220,000 tested, 3.8% active | CHO-K1 CHOP-promoter luciferase, tunicamycin-induced, 15-18 h | inhibition, % at 10 µM;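 active = compounds that reduced the stress-induced luciferase reporter signal by more than about 70% of percent inhibition, limit read from the data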;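 also: 0% = tunicamycin plus vehicle and 100% = wells without tunicamycin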
# TRPML3 ag: agonists of human TRPML3 channel | Q8TDD5 | HEK293 TRPML3-YFP, Fluo-8 calcium fluorescence; 100% = the carbachol control signal | activation, % at 3 µM | 220,000 tested, 0.29% active | AID 1448;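 active = activation above its plate's cutoff, the mean activation of the plate's test wells plus 3 SD, cut at about 12% in these data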;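 also: 0% = DMSO only wells and 100% = carbachol wells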
#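 Test system – HEK293 line with stable expression of human TRPML3-YFP channel · Control set – carbachol 87 µM final as high control (100%), DMSO as low control (0%) · Signal – Fluo-8 calcium dye fluorescence, ex 470-495, em 515-575 nm · Incubation – 1-h 37 °C dye load, 5-s basal, 120-s post-compound reads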
# * marks the source's active call; other numbers are inactive results; [ ] = dose if it differs, or a comment.
SMILES,TNF death inh,PPC-1+TRAIL kill,Ba/F3 V617F tox,Wee1 degr inh,RBBP9 inhibitor,zfTRPN1 agonist,BaF3 tox,CHOP inhibitor,TRPML3 ag
CN(c1ccccc1)c1ccc(/C=c2\s/c(=C(/C#N)C(=O)C(C)(C)C)n(Cc3ccco3)c2=O)cc1,-13.0,8.6,1.6,3.4,-23.7,18.2,4.2,17.2,14.8*
COc1ccc(OC(=O)c2cn(C)nc2C(F)(F)F)cc1,0.9,13.3,6.9,-2.1,-12.8,2.9,1.5,18.6,-0.4
CCc1ccc(NC(=O)CSc2nc3cc(C(=O)OC)ccc3c(=O)n2Cc2ccco2)cc1,0.2,7.0,0.3,-2.3,-9.3,0.4,2.6,-8.1,0.8
COc1ccc(C(=O)COC(=O)/C=C/c2ccc(S(=O)(=O)Nc3cccc(S(N)(=O)=O)c3)cc2)cc1,-3.3,14.4,-3.9,-3.8,-9.3,1.3,-1.5,8.9,0.4
O=C(O)/C=C/C(=O)Nc1ccc(O)cc1,3.0,3.2,-3.0,4.9,9.0,0.1,1.7,8.0,0.6
O=C(NC(=S)Nc1cccnc1)c1cc2ccccc2o1,-1.8,7.2,0.4,-1.5,-8.5,-0.2,3.2,-23.3,0.4
CC(C)(C)c1cc(=O)n2c(C#N)c(C#N)nc2[nH]1,1.9,8.2,0.0,-1.4,-6.0,0.7,2.1,-4.6,1.1
CC(C)c1nc2sc3c(=O)[nH]c(=S)[nH]c3c2c2c1CCC2,0.8,-3.2,1.7,-1.7,-3.7,-0.4,9.3,-11.5,1.3
CC(CCc1ccccc1)NC(=O)COC(=O)C1CCC(C(C)(C)C)CC1 (stereo not given),3.2,2.5,-5.1,1.1,-6.3,0.1,2.2,36.4,0.4
Cc1ccc(C(=O)Nc2cc(=O)n(C)c(=O)n2C)o1,-0.3,18.9,-5.7,-1.4,-7.1,0.4,5.0,22.5,0.1
Cc1ccc(NC(=O)N2CCCCC2)cc1[N+](=O)[O-],3.9,22.6,1.8,-1.2,-4.9,1.5,-0.3,-2.6,2.8
COc1ccc(-c2cc(C(=O)N3CCc4ccccc4C3)no2)cc1,1.0,8.9,0.7,-0.6,-11.9,0.4,2.2,-14.8,0.4
N=c1ccn2c(n1)OC1C(O)C(CO)OC12 (stereo not given),-20.4,10.4,74.5*,-0.6,-6.0,1.7,80.3*,38.7,0.4
CCOc1cc(S(=O)(=O)NCc2ccncc2)ccc1Cl,-6.4,-4.0,63.9*,-0.3,-0.6,8.8,84.3*,57.7,5.1
CN1CCN(CCCC(=O)c2ccc(C3CCCC3)cc2)CC1,-0.8,16.3,2.6,2.0,-2.9,0.7,6.2,-7.0,0.3
CC(C)(C)C(=O)Nc1cc2nn(-c3ccccc3)nc2cc1Cl,-1.8,96.2*[5 µM],-1.7,-4.4,3.4,0.4,4.1,79.9*,0.6
CN(C)CCC#CC(O)(c1ccccc1)c1ccccc1,2.6,-3.4,0.0,-2.1,-0.9,1.2,9.0,-12.5,0.7
O=C1/C(=C/c2ccccn2)SC(=S)N1CCc1ccccc1,2.0,1.1,-2.5,1.2,-7.8,1.2,-2.4,20.9,1.3
COc1ccc(NC(=O)COC(=O)c2c(C)noc2C)c(OC)c1,0.6,12.9,-4.8,6.2,2.8,0.2,1.6,-1.2,0.4
Cc1c(/C(O)=C2\C(=O)C(=O)N(CCN(C)C)C2c2ccccc2)cnn1-c1ccccc1 (stereo not given),1.5,4.3,-3.2,0.1,-0.1,2.9,-4.8,7.0,0.4
COCCNC(=O)C1c2cc(OC)c(OC)cc2C(=O)N(C)C1c1cccnc1 (stereo not given),-0.1,-13.4,2.9,-1.8,0.5,1.2,2.4,-3.8,0.9
N#C/C(=C\c1ccc(O)c(O)c1)S(=O)(=O)c1ccccc1,-3.3,22.4,24.2*,-1.4,-0.5,-0.4,4.4,10.2,0.3
COc1ccc(Nc2nc(Nc3ccc(OC)cc3)nc(SC3=NCCS3)n2)cc1,-6.2,-3.4,-0.8,-2.8,-8.0,-0.2,5.9,48.7,0.3
O=C(c1ccccc1Cl)N1N=C(c2ccc(Br)cc2)CC1c1nc2ccccc2[nH]1 (stereo not given),-1.8,13.7,-0.2,-1.9,-3.1,-0.3,0.2,57.3,-0.4
CN(CCc1cnn(C)c1)Cc1cn(C)nc1-c1ccccc1F,0.4,17.1,-3.2,-0.1,-5.3,0.9,-0.6,-18.4,1.9

# Arranged by SMILES length (rising): some entries from above
SMILES,TNF death inh,PPC-1+TRAIL kill,Ba/F3 V617F tox,Wee1 degr inh,RBBP9 inhibitor,zfTRPN1 agonist,BaF3 tox,CHOP inhibitor,TRPML3 ag
CCOc1cc(S(=O)(=O)NCc2ccncc2)ccc1Cl,-6.4,-4.0,63.9*,-0.3,-0.6,8.8,84.3*,57.7,5.1
CN1CCN(CCCC(=O)c2ccc(C3CCCC3)cc2)CC1,-0.8,16.3,2.6,2.0,-2.9,0.7,6.2,-7.0,0.3
Cc1ccc(NC(=O)N2CCCCC2)cc1[N+](=O)[O-],3.9,22.6,1.8,-1.2,-4.9,1.5,-0.3,-2.6,2.8
COc1ccc(NC(=O)COC(=O)c2c(C)noc2C)c(OC)c1,0.6,12.9,-4.8,6.2,2.8,0.2,1.6,-1.2,0.4
N#C/C(=C\c1ccc(O)c(O)c1)S(=O)(=O)c1ccccc1,-3.3,22.4,24.2*,-1.4,-0.5,-0.4,4.4,10.2,0.3
O=C(c1ccccc1Cl)N1N=C(c2ccc(Br)cc2)CC1c1nc2ccccc2[nH]1 (stereo not given),-1.8,13.7,-0.2,-1.9,-3.1,-0.3,0.2,57.3,-0.4
COc1ccc(C(=O)COC(=O)/C=C/c2ccc(S(=O)(=O)Nc3cccc(S(N)(=O)=O)c3)cc2)cc1,-3.3,14.4,-3.9,-3.8,-9.3,1.3,-1.5,8.9,0.4

# Continuation.
SMILES,TNF death inh,PPC-1+TRAIL kill,Ba/F3 V617F tox,Wee1 degr inh,RBBP9 inhibitor,zfTRPN1 agonist,BaF3 tox,CHOP inhibitor,TRPML3 ag
CC(NC(=O)CSCc1ccc(Br)cc1)c1ccccc1 (stereo not given),9.0,-29.7,-1.2,-0.3,-1.2,-2.6,0.0,18.1,-0.3
O=C(COC(=O)c1cc2ccccc2oc1=O)Nc1ccc(F)cc1F,1.5,-5.2,-0.5,0.6,-3.4,-0.1,0.3,-10.3,0.8
Cc1ccc(S(=O)(=O)NC(C)C(=O)Nc2cccc([N+](=O)[O-])c2)cc1 (stereo not given),0.9,5.6,8.4,0.1,-4.8,-0.3,11.8,15.1,0.8
O=C(O)c1c(Cl)c(Cl)c(Cl)c(Cl)c1C(=O)N1CCCC1,-0.1,-2.9,-0.8,2.5,-0.6,0.6,4.7,5.7,1.0
Cn1c(CCNC(=O)c2ccccc2)nc2cc(NC(=O)C3CCCCC3)ccc21,1.8,9.1,0.9,4.7,-3.1,2.6,3.5,-18.6,0.9
COc1ccc(COc2cc(-c3cccc(OC)c3)nc3ccc(NC(=O)c4cccnc4)cc23)cc1,-12.4,2.3,5.4,-3.1,-14.8,3.1,9.5,-9.0,0.6
CCc1nc(C)cn1S(=O)(=O)c1ccc([N+](=O)[O-])cc1,4.9,8.4,-1.5,0.1,-2.4,1.2,3.8,11.5,0.6
O=C(COC(=O)c1cccc(NS(=O)(=O)/C=C/c2ccccc2)c1)Nc1ccccc1OC(F)F,-1.2,3.8,-3.2,-3.9,-13.4,-0.6,1.9,36.7,0.6
NS(=O)(=O)c1ccc(CCNC(=O)CSc2nc3ccsc3c(=O)n2CC(=O)O)cc1,2.4,-1.0,-0.5,1.9,-6.7,2.1,8.0,5.7,0.1
O=C(NC(=S)NCCc1ccc(Cl)cc1)c1ccco1,0.8,3.6,-1.5,-0.6,-7.1,-1.6,2.3,11.1,0.3
Cc1sc2nc(SCC(=O)N3CCOCC3)[nH]c(=O)c2c1C,2.3,2.4,0.6,2.0,-8.8,-0.2,2.5,-11.9,0.5
CCNC(=O)NC(=O)CSc1ccc2ccccc2c1,-0.4,0.0,-3.6,-0.4,0.3,-0.5,-0.8,8.5,-1.3
COc1ccc(C(=O)Nc2ccc(C(=O)OCC(=O)c3cccc4ccccc34)cc2)cc1,1.6,38.4,-0.1,4.9,-6.8,-0.2,6.1,-4.1,0.7
CCOC(=O)c1c(OCCO)nn(-c2ccc(Cl)cc2)c1N,-0.3,3.5,-1.1,5.0,0.8,0.3,6.1,7.4,-1.1
CCc1ccc(CNCCSc2nnnn2C)cc1,-0.2,14.4,0.3,1.8,2.9,1.0,6.6,43.8,0.4
O=C(Nc1ccccc1-c1nnn(CC(=O)N2CCOCC2)n1)c1ccccc1F,0.3,11.5,1.4,-2.8,-4.8,0.2,11.7,-12.0,1.9
C=C(C)c1cccc(C(C)(C)NC(=O)Nc2cc(C)ccn2)c1,2.9,-7.8,-0.7,-1.7,-4.4,-1.0,1.3,91.6*,0.1
Cc1ccc(Oc2ccc(NC(=O)Cn3ccsc3=N)cc2)cc1,-4.8,26.0,-1.7,-1.2,-3.0,1.1,2.4,10.4,1.4

# Three entries from above, with bars between the fields.
structure | TNF death inh | PPC-1+TRAIL kill | Ba/F3 V617F tox | Wee1 degr inh | RBBP9 inhibitor | zfTRPN1 agonist | BaF3 tox | CHOP inhibitor | TRPML3 ag
NS(=O)(=O)c1ccc(CCNC(=O)CSc2nc3ccsc3c(=O)n2CC(=O)O)cc1 | 2.4 | -1.0 | -0.5 | 1.9 | -6.7 | 2.1 | 8.0 | 5.7 | 0.1
O=C(Nc1ccccc1-c1nnn(CC(=O)N2CCOCC2)n1)c1ccccc1F | 0.3 | 11.5 | 1.4 | -2.8 | -4.8 | 0.2 | 11.7 | -12.0 | 1.9
CCNC(=O)NC(=O)CSc1ccc2ccccc2c1 | -0.4 | 0.0 | -3.6 | -0.4 | 0.3 | -0.5 | -0.8 | 8.5 | -1.3
